Bioassay records: PubChem BioAssay, NMMLSC
GRK2 inh: compounds blocking aptamer binding on GRK2 – biochemical, human GRK2, bead flow cytometry, HTS, primary screen. FAM-aptamer displacement from GRK2. inhibition of aptamer binding, % at 10 µM. 330,000 tested, 0.59% active;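 active means inhibition of aptamer binding above 40%, roughly 3 SD of noise, on plates passing a quality check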;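 further: median bead fluorescence of bound FAM aptamer so fluorescent compounds give negative values; no value below 0 was filed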
RPL19A TOR yeast: RPL19A-GFP expression modulators in yeast, primary screen, cell-based, S. cerevisiae, multiplex flow cytometry, MLPCN; S. cerevisiae RPL19A-GFP strain, 3 h; hits give low values; percent response vs DMSO, % at 10 µM; 330,000 tested, 0.3% active; AID 2025, 2009;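 active means percent response vs DMSO below 50%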;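 further: median channel GFP fluorescence of the barcoded RPL19A-GFP strain; ratio of sample median GFP to plate DMSO average so 100% = DMSO; lower means less RPL19A-GFP as with rapamycin TOR inhibition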
LAP4-GFP MLPCN: modulators of LAP4-GFP expression in yeast, primary screen, S. cerevisiae, multiplex flow cytometry, MLPCN library; 3 h; median GFP as percent of DMSO wells; GFP response vs DMSO, % at 10 µM; 320,000 tested, 0.34% active;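 active means GFP response vs DMSO above a set limit, about the screen mean plus 3 SD, cut at about 150% in these data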
AGP1-GFP MLPCN: modulators of AGP1-GFP expression in yeast TOR pathway, primary screen, cell-based, multiplex flow cytometry, S. cerevisiae, MLPCN library; 3 h; GFP as percent of DMSO wells; GFP response vs DMSO, % at 10 µM; 320,000 tested, 0.02% active;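 active means GFP response relative to DMSO above a set limit, near screen average plus 3 SD, cut at about 150% in these data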;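 further: median GFP channel fluorescence of the gated AGP1 strain per well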
VLA-4 inh: inhibition in human VLA-4 binding assay, primary screen, VLA-4 allosteric modulator project, MLPCN library, flow cytometry, VLA-4 expressing cells; Integrin alpha-4 (Homo sapiens), P13612; ligand binding flow cytometry; inhibition, % (about 7 µM as worked out from the volumes in the protocol); 330,000 tested, 0.2% active; AID 2557, 2010; in the data active means inhibition above about 50%
Target sequence (P13612 whole entry, looked up): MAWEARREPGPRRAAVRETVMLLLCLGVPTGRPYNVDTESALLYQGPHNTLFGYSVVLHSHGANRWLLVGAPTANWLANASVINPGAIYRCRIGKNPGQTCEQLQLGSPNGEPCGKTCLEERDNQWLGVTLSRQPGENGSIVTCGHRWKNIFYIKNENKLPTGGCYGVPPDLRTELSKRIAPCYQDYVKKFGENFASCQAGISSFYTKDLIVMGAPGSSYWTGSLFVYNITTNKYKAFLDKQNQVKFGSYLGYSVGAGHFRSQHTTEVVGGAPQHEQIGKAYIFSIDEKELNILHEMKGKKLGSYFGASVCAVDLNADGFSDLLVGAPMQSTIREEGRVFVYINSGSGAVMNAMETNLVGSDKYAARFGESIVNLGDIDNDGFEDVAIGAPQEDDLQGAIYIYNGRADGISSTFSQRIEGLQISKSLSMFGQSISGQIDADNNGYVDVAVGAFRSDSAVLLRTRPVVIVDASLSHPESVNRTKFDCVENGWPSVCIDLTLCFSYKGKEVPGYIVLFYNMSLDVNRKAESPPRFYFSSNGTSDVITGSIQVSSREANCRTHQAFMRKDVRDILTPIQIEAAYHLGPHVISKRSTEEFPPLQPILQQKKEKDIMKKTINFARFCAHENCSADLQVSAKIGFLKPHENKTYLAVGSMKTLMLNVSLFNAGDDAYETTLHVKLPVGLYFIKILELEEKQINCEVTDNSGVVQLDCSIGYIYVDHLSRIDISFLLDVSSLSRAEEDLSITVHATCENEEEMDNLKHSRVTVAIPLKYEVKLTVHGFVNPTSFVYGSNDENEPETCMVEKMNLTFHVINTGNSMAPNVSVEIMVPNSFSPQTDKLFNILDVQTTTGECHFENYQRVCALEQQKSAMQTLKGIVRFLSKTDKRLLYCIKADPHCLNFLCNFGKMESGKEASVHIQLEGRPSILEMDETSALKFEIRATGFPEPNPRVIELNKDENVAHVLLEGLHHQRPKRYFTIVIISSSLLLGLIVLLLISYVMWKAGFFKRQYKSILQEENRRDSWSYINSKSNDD
MEP2-GFP yeast: modulators of MEP2-GFP levels in yeast, primary screen, S. cerevisiae, multiplex flow cytometry, MLPCN library. 330,000 tested, 0.51% active. S. cerevisiae MEP2-GFP strain, 3 h; 100% = DMSO control level. GFP response vs DMSO, % at 10 µM;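 active means GFP response versus DMSO above a set limit, roughly screen mean plus 3 SD, cut at about 180% in these data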;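 further: median GFP fluorescence of the barcode-gated MEP2-GFP cells per well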
CIT2-GFP yeast: modulators of CIT2-GFP expression in yeast, primary screen, S. cerevisiae, GFP fusion, multiplex flow cytometry, MLPCN library; S. cerevisiae CIT2-GFP strain, 3 h; 100 means same as DMSO wells; GFP response vs DMSO, % at 10 µM; 320,000 tested, 0.065% active; AID 2029, 2009;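 active means GFP response relative to DMSO above a set limit, near the screen mean plus 3 SD, cut at about 150% in these data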;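 further: ratio of well median GFP fluorescence to mean of DMSO wells on the plate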
Yeast superoxide: reduction of superoxide in aged yeast, primary screen, HTS. S. cerevisiae aged cells, superoxide DHE fluorescence; hits give low values. superoxide response (% of plate mean), % at 10 µM. 330,000 tested, 0.18% active. AID 2690, 2010;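 active means superoxide response under a set limit, about three screen SD below normal, cut at about 65% in these data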;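 further: yeast aged for seven days with compound at 30 °C before DHE staining; 100% = average MFI of all compound-treated wells on the plate with controls excluded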
* hit, by the source's call; . = not tested or not shown.

mol	MEP2-GFP yeast	RPL19A TOR yeast	AGP1-GFP MLPCN	Yeast superoxide	VLA-4 inh	GRK2 inh	LAP4-GFP MLPCN	CIT2-GFP yeast
CC(=O)N1c2ccc(S(=O)(=O)NCC3CCC(C(=O)Nc4ccc(C)cn4)CC3)cc2CC1C (stereo unspecified)	100	103	107	97	8	3	100	109
Cc1ccn2cc(CCNC(=O)CC(C)(C)C)nc2c1	96	91	92	98	-6	0	92	99
CCCCn1c(N)c(N(CCOC)C(=O)COc2ccc(OCC)cc2)c(=O)[nH]c1=O	92	84	92	91	-27	5	96	87
C=CCNc1nc(C)nc(OC)n1	102	99	101	95	-6	0	94	101
CC(Sc1nnc(C(F)(F)F)n1C)C(=O)Nc1ccc(N2CCOCC2)cc1 (stereo unspecified)	108	102	105	95	1	0	111	96
Cc1cc(=O)n2[nH]c(N3C(=O)CCC3=O)nc2n1	106	98	103	84	9	2	96	104
O=C(OCC(=O)N1CCC(c2ccccc2)=N1)c1ccc(Cl)s1	103	95	96	102	3	4	105	111
OC[C@H]1O[C@@H](Oc2cc(O)cc(/C=C/c3ccc(O)cc3)c2)[C@H](O)[C@@H](O)[C@@H]1O	91	96	90	87	-4	0	98	107
Cc1ccc(NC(=O)Cn2c(=O)cnc3ccccc32)cc1S(=O)(=O)N1CCCCC1	102	102	108	101	4	1	110	98
COc1cc(OC)cc(C(=O)Nn2cc(C(=O)N3CCN(C)CC3)c3ccccc3c2=O)c1	100	98	100	95	1	3	94	109
CC1CCC(NC(=O)Cn2cc3c(n2)CCCC3)CC1 (stereo unspecified)	98	99	100	98	12	1	100	100
CCOc1cc(S(=O)(=O)NCc2ccncc2)c(C)cc1C	90	95	100	98	-4	1	94	90
Cc1ccc(CN(C)C(=O)CCc2nc3sc4c(c3c(=O)[nH]2)CCCC4)o1	87	108	91	116	0	0	83	.
O=C(CSCc1ccc(Cl)cc1)Nc1ccc(-c2nnc(-c3ccccc3)o2)cc1	102	103	105	97	4	0	89	104
COc1cc(=O)[nH]c(SC(C)C(=O)Nc2ccc3ccccc3c2)n1 (stereo unspecified)	100	106	100	100	-2	1	92	99
Cc1cccc(-n2c(SCC(=O)NCc3ccco3)nnc2-c2ccco2)c1	106	110	106	109	-13	0	100	102
COc1ccccc1OCc1ccc(C(=O)Nc2cc(OC)c(OC)c(OC)c2)o1	110	102	100	100	10	1	100	99
CCCCOC(=O)CNc1n[nH]c(=S)[nH]c1=O	103	100	105	92	5	0	102	104
CCOc1cc(C=C2C(=O)c3ccccc3C2=O)ccc1OCC(=O)Nc1ccc(C)cc1	109	104	109	104	2	1	109	105
Cc1ccc(S(=O)(=O)/N=C/N(C)C)cc1	98	108	103	114	0	1	85	101

Complete entries, quoted from the list. Order of screens: MEP2-GFP yeast	RPL19A TOR yeast	AGP1-GFP MLPCN	Yeast superoxide	VLA-4 inh	GRK2 inh	LAP4-GFP MLPCN	CIT2-GFP yeast
Record of `CCOc1cc(C=C2C(=O)c3ccccc3C2=O)ccc1OCC(=O)Nc1ccc(C)cc1` : 109	104	109	104	2	1	109	105
Record of `CC(=O)N1c2ccc(S(=O)(=O)NCC3CCC(C(=O)Nc4ccc(C)cn4)CC3)cc2CC1C` (stereo unspecified) : 100	103	107	97	8	3	100	109

(list continues)
mol	MEP2-GFP yeast	RPL19A TOR yeast	AGP1-GFP MLPCN	Yeast superoxide	VLA-4 inh	GRK2 inh	LAP4-GFP MLPCN	CIT2-GFP yeast
Cn1c(=O)c2c(nc(NCc3ccco3)n2CC(O)CO)n(C)c1=O (stereo unspecified)	105	97	103	94	0	1	103	86
CCOC(=O)c1c(C)[nH]c(C)c1S(=O)(=O)N(C)CC(=O)Nc1ccccc1C	101	100	17	85	-1	0	96	112
COc1ccc(/C=N/Nc2nnc(Cc3ccc(OC)c(OC)c3)c(=O)[nH]2)cc1OC	108	99	102	88	-30	0	101	102
COc1ccc(-c2cc(CS(=O)(=O)c3ccccc3)on2)cc1	94	95	98	114	11	0	99	90
CC(C)(C)c1ccc(C(=O)N2CCN(S(=O)(=O)c3ccc(Br)s3)CC2)cc1	102	101	102	94	-7	0	98	101
O=S(=O)(Nc1ccccn1)c1cnc(Cl)c(Br)c1	99	107	107	96	5	0	100	106
CCOC(=O)C1CCN(C(=O)c2ccc(OCC(=O)Nc3cccc(C(F)(F)F)c3)cc2)CC1	106	109	111	98	1	0	104	109
COc1ccccc1-c1nc2s/c(=C\c3cccs3)c(=O)n2n1	102	94	80	89	-4	0	180*	79
CCCN(CC(=O)Nc1ccccc1C)C(=O)COc1ccc2c(c1)CCC2	100	103	96	91	-13	0	95	95
COc1ccc(-c2oc3ccc(N4CCOCC4)cc3c2C#Cc2ccc(N)cc2)cc1	97	103	90	97	14	2	105	83
COc1ccc2sc(-c3ccc(S(C)(=O)=O)cc3)c(-c3ccc4c(c3)OCCO4)c2c1	96	90	93	79	6	2	95	99
CN(C)Cc1c(O)ccc2ccccc12	121	106	110	95	-5	1	114	111
O=C(CC1C(=O)NCCN1Cc1c(F)cccc1Cl)NCCC1=CCCCC1 (stereo unspecified)	105	103	111	102	9	1	99	97
CC(=O)NNC(=S)NCCc1ccccc1	101	103	101	93	16	1	107	95
Cc1nc(C)c(C(=O)OCC(=O)NCCc2ccc(S(N)(=O)=O)cc2)s1	96	96	97	88	2	4	98	99
O=C(O)C[C@H]1c2cc(C(F)(F)F)ccc2S(=O)(=O)N1C1CCCC1	96	95	96	102	8	4	99	94
C=CCn1c2ccccc2c(=O)c2cc(C#CC3(O)CCCCC3)ccc21	92	97	87	99	6	2	127	88
Cc1cc(C)c(C(=O)N2CCCC(N3CCN(c4cccc(C(F)(F)F)c4)CC3)C2)o1 (stereo unspecified)	98	100	100	89	23	0	93	103
Cc1ccc2nc(-c3cccnc3)cc(C(=O)Nc3ccc(F)cc3C)c2c1	92	87	91	85	-5	2	101	87
CCS(=O)(=O)N1CCCC(C(=O)NC2CCC(C)CC2)C1 (stereo unspecified)	110	95	70	100	5	1	93	106

Other structures:
mol	MEP2-GFP yeast	RPL19A TOR yeast	AGP1-GFP MLPCN	Yeast superoxide	VLA-4 inh	GRK2 inh	LAP4-GFP MLPCN	CIT2-GFP yeast
Cc1ccc(S(=O)(=O)N2[C@@H](c3ccccc3F)C(C(=O)O)=CC[C@H]2c2ccc3c(c2)OCO3)cc1	93	96	103	95	0	2	106	89
O=C(c1ccc2c3n(nc2c1)-c1ccccc1CO3)N1CCCCC1	90	97	81	97	1	2	96	80
O=C(NNC(=O)c1ccc(-c2ccccc2)cc1)Nc1ccccc1F	99	110	98	98	-3	0	83	96
CCOc1ccc(OCCOCCOc2ccccc2Cl)cc1	103	103	101	97	7	21	106	95
Cc1cc(C)nc(SCC(=O)N/N=C/c2cc(C)n(-c3ccccc3C)c2C)n1	102	103	102	94	-3	0	94	102
O=C(NC(NC(=S)Nc1cccc(C(=O)O)c1)C(Cl)(Cl)Cl)OCc1ccccc1 (stereo unspecified)	110	104	109	119	0	3	104	109
O=C(CCCCCn1c(=S)[nH]c2cc3c(cc2c1=O)OCO3)N1CCN(Cc2ccccc2)CC1	108	101	111	84	19	0	97	101
Cc1noc(C)c1CSCC(=O)Oc1ccc(N(C)S(=O)(=O)c2ccccc2)cc1	89	88	91	92	10	3	93	90
O=C(NC1=NCCS1)c1sc2cc(F)ccc2c1Cl	92	98	90	109	21	0	106	77
O=C(Cn1cnc2c(nnn2Cc2ccccc2)c1=O)NCc1ccccc1Cl	100	96	93	108	4	2	95	96
COc1ccc(NC(=O)CN(C)C(=O)c2c(-c3c(F)cccc3Cl)noc2C)cc1	100	95	100	85	-18	0	97	111
C=CCn1c(N)cc(=O)nc1SCC(=O)Nc1ccc(C(=O)OCC)cc1	106	100	105	91	4	0	92	106
Cc1[nH]c2ccccc2c1/C=C(\C#N)C(=O)NC1CC1	94	102	90	112	-1	0	79	97
Cn1cccc1Cc1nnc(SCC(=O)Nc2nc3ccccc3s2)n1CCc1ccccc1	112	96	100	104	1	1	101	97
COc1ccc(N2C(=O)C(CN3CCCCC3)C2c2ccccc2)cc1 (stereo unspecified)	89	99	90	95	8	1	93	79
CC(C)CC(NS(=O)(=O)c1cc(C(=O)O)ccc1Cl)C(=O)O (stereo unspecified)	102	101	105	93	0	0	113	111
Cc1cc(C)c(NC(=O)COC(=O)Cn2nc(-c3ccccc3)oc2=O)c(C)c1	98	91	99	110	6	4	99	101
COC(=O)c1ccc(NC(=O)C2CCCO2)cc1 (stereo unspecified)	106	99	102	115	2	0	100	97
CCC(=O)c1ccc(OCC(=O)Nc2ccc3c(c2)OCCO3)cc1	101	96	91	111	-8	12	102	84
O=S(=O)(/C=C/c1cccc(Br)c1)N1CCOCC1	103	103	111	76	8	0	112	99

Remaining list, next part:
mol	MEP2-GFP yeast	RPL19A TOR yeast	AGP1-GFP MLPCN	Yeast superoxide	VLA-4 inh	GRK2 inh	LAP4-GFP MLPCN	CIT2-GFP yeast
COc1ccc(C(=O)NCC(=O)NCC(c2ccco2)N(C)C)cc1OC (stereo unspecified)	91	99	95	92	-4	6	88	96
Cc1ccccc1NC(=O)C1C2CCCC1C2c1ccccc1 (stereo unspecified)	100	95	93	102	0	1	95	87
CCn1c(=O)cc(SCC(=O)N2CCN(C)CC2)c2ccccc21	112	93	103	87	5	2	100	96
CCn1cc(C(=O)NC(C)CCc2ccccc2)c(=O)c2cc(S(=O)(=O)N(C)C)ccc21 (stereo unspecified)	117	102	70	88	13	3	98	92
O=C(COC(=O)c1ccccc1)Nc1cc(S(=O)(=O)N2CCCCCC2)ccc1Cl	105	107	113	106	38	3	104	102
CCN(c1ccccc1)S(=O)(=O)c1cc(C(=O)Oc2ccc3c(C)cc(=O)oc3c2)ccc1C	96	101	84	102	9	6	84	105
C=CC[C@H](CC(=O)N(CCO)Cc1ccccc1)C(=O)N[C@@H](C)COC(=O)[C@H](CC=C)CC(=O)OC(C)(C)C	98	101	101	84	-9	0	94	103
Cc1cc([N+](=O)[O-])nn1CCCC(=O)Nc1sc2c(c1C(N)=O)CCC(C)C2 (stereo unspecified)	94	105	84	121	5	0	83	86
CCc1ccc(NC(=O)C2CC=CCC2C(=O)O)cc1 (stereo unspecified)	102	100	105	101	3	7	101	100
CCCN(CCC)c1nc(N)c(C#N)c(CC#N)c1C#N	100	97	103	101	-34	4	103	101
CCc1nn(C(C)C(=O)N2CCN(Cc3ccccc3)CC2)c(=O)c2cc3occc3n12 (stereo unspecified)	107	91	94	103	14	0	96	99
COc1ccccc1NC(=O)c1cnc(Nc2ccccc2OC)c2ccccc12	95	101	104	83	18	5	101	101
CC(O)[C@H](NC(=O)C1CCN(C(=O)[C@H](Cc2ccccc2)NC(=O)OC(C)(C)C)CC1)C(=O)O (stereo partly specified)	113	106	95	101	-2	3	98	97
CCOC(=O)c1sc(-c2ccccc2)cc1NC(=O)c1ccc(S(=O)(=O)N(CCOC)CCOC)cc1	109	111	107	66	-15	0	102	113
COc1cccc(N(CC(=O)Nc2ccccc2C)S(C)(=O)=O)c1	106	101	107	111	25	0	105	110
Cc1ccc(C)c(NC(=O)C(Sc2cccc[n+]2[O-])c2ccccc2)c1 (stereo unspecified)	118	97	105	97	11	0	119	98
O=C(C1=NN[C@@H]2C(=O)N(c3cccc(F)c3)C(=O)[C@H]12)C(c1ccccc1)c1ccccc1	106	107	107	113	5	4	96	107
Cc1ccc(S(=O)(=O)NCCCC(=O)N2CCC(C)CC2)cc1	90	94	74	102	12	0	72	88
COC(=O)c1nn(-c2c(C)n(C)n(-c3ccccc3)c2=O)cc1O	95	117	85	96	12	1	79	83
